# High-throughput results: PubChem, National Center for Advancing Translational Sciences (NCATS)
# hERG WT inh: qHTS for Inhibitors of KCHN2 3.1: Wildtype qHTS; Voltage-gated inwardly rectifying potassium channel KCNH2 (Homo sapiens), Q12809; U2OS, BacMam KCNH2, thallium flux FluxOr; stronger effect = lower value; activity change, % at 1.84 µM; 0.37% of 340,000 active; AID 720551, 2013;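 active means maximum activity change below -70%; inconclusive means maximum activity change between -70% and -50%; inactive means maximum activity change above -50%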; further: on the % scale 0 is the no-effect control and ±100 the full control effect
#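 U2OS cells transduced with wild-type KCNH2 virus are loaded with FluxOr dye for 45 min, and thallium flux is measured in kinetic reads before and after stimulation buffer. Rate constants are normalized to DMSO controls.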
# GALK inh: qHTS Assay for Inhibitors of Human Galactokinase (GALK); P51570; Purified GALK, Kinase-Glo residual ATP luminescence; Potency, µM (doses to about 57.5 µM), inactives show at the top dose activity change, negative = inhibition, hits mostly inhibitors; 0.007% of 270,000 active; further: potency means the concentration at half of the fitted maximal effect; on the % scale 0 is the no-effect control and ±100 the full control effect
# Target sequence (P51570 whole entry, looked up): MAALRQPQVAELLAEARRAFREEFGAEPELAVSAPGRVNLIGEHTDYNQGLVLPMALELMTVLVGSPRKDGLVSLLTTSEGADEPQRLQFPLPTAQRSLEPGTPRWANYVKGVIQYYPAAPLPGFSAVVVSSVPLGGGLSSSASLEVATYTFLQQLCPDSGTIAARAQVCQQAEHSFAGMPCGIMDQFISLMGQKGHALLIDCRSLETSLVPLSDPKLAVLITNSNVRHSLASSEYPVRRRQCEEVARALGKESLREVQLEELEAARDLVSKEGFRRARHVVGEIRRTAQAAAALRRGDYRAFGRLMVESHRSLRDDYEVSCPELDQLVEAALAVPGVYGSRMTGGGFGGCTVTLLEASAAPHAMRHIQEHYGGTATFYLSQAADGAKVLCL
#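 GALK at 5 nM final was combined with compound, 35 uM ATP and 100 uM galactose in HEPES pH8.0 with MgCl2 and DTT. The reaction ran one hour at room temperature before luminescent ATP detection.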
# TRPV1 agonist: HTS Assay for Compounds that Act as Agonists of the Vanilloid Receptor 1 | AID 540275, 2011 | TRPV1-expressing cells, Fluo-8 calcium influx, agonist mode | activation, % at 8.33 µM | 0.19% of 320,000 active; in the data active means activation above about 80%; inconclusive means between about 30% and that limit; further: 0% is about no effect
#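 Fluo-8 calcium influx in TRPV1-expressing cells, kinetic read (ex 480/em 520 nm). Compound added and read 3 min for agonist activity, followed by capsaicin at EC20 final and 2 min further read for enhancement.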
# PKM2 act: qHTS Assay for Activators of Human Muscle isoform 2 Pyruvate Kinase; 0.34% of 260,000 active; Potency, µM (top dose mostly 57.5 µM), inactives show top-dose activation, actives largely listed as activators; Pyruvate kinase PKM (Homo sapiens), P14618; purified PKM2, Kinase-Glo ATP luminescence, activation; response scale: 0% is enzyme alone, no compound; AID 1631, 2009; further: potency means the concentration at half of the fitted maximal effect; on the % scale 0 is the no-effect control and ±100 the full control effect; nearly all actives have a fitted effect of over 55% in size
#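 hPK-M2, >95% pure; 0.1 mM ADP / 0.5 mM PEP final; imidazole pH7.2 buffer w/ 7 mM MgCl2, 50 mM KCl; 1 h RT; Kinase-Glo lum. Intermediate enzyme activity for dual inhibitor/activator qHTS.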
# B2AR arrestin: qHTS assay of beta-arrestin-biased ligands of beta2-adrenergic receptor; beta-arrestin recruitment to beta2AR, cell-based reporter; Beta-2 adrenergic receptor (Homo sapiens), P07550; 0.02% of 330,000 active; Potency, µM (series often up to 46.1 µM), for inactives: at the highest dose activation, most hits filed as activators;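 further: potency means the concentration at half of the fitted maximal effect; 0% = DMSO controls and full agonism = EC100 isoproterenol or metaproterenol; nearly all actives have a fitted effect of over 65% in size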
# Target sequence (P07550 whole entry, looked up): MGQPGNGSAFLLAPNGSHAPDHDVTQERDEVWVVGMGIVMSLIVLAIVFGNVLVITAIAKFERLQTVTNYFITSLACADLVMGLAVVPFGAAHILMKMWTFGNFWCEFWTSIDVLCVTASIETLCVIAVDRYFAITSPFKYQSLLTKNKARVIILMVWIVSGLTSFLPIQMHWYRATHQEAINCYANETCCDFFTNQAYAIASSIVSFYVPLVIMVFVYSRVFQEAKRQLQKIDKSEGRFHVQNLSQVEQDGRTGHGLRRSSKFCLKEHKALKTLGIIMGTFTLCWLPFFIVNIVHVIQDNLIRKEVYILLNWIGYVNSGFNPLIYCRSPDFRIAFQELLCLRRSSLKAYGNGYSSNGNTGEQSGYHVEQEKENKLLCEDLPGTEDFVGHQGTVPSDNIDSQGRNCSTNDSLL
# Giardia killer: Small Molecules that selectively kill Giardia lamblia: qHTS | Giardia lamblia trophozoite viability | activity change, % at 7.66 µM, hits read low | 0.15% of 340,000 active | AID 540267, 2011; in the data active means activity change below about -80%; inconclusive means between about -30% and that limit;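 further: parasites exposed to compound for two days anaerobically before the ATP read; on the % scale 0 is the no-effect control and ±100 the full control effect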
#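 Anaerobic 48 hrs incubation at 37 deg C of 100 trophozoites/well with test compounds; ATPLite 1-Step luminescence, 15-30 min RT, reports cellular ATP as viability.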
# FBPA coupling cs: qHTS Assay for Inhibitors of Fructose-1,6-bisphosphate Aldolase from Giardia Lamblia: Coupling assay counterscreen. coupling enzyme system counterscreen, AmpLite Red fluorescence. activity change, negative = inhibition, % at 58.2 µM, hits read low. 0.67% of 290,000 active. AID 2472, 2010; in the data active means activity change below about -30%; further: on the % scale 0 is the no-effect control and ±100 the full control effect
#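 Counterscreen lacking aldolase: glyceraldehyde-3-phosphate coupling-enzyme reagent preincubated 10 min at RT with compound (at 57.5 uM final), then substrate/coupling system with AmpLite Red added; fluorescence read at 525/598 nm after 20 min RT.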
# USP2a block: qHTS Assay for Inhibitors of Ubiquitin-specific Protease USP2a Using CHOP2 as the Reporter; USP2 core, Ub-CHOP2 coupled fluorogenic reporter, 485/531; 0.01% of 330,000 active; AID 463254, 2010; Potency, µM (titrated, usually from 38.3 µM), for inactives: at the highest dose activity change, negative = inhibition, hits mostly inhibitors; Ubiquitin carboxyl-terminal hydrolase 2 (Homo sapiens), O75604;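 further: potency means the concentration at half of the fitted maximal effect; plate controls were DMSO wells for no effect and full inhibition by NEM control for full effect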
#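 USP2 core (10nM final) preincubated 30min RT with compound in 20mM Tris-HCl pH 8.0, 2mM CaCl2, 2mM beta-mercaptoethanol, 0.05% CHAPS; 25nM Ub-CHOP2 plus 25nM reporter substrate added, fluorescence (Ex485/Em531) read after 60min.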
# Menin MLL FP TR: qHTS Assay for Inhibitors Targeting the Menin-MLL Interaction in MLL Related Leukemias: Competition With Texas Red Labeled MLL-derived Mutant Peptide; O00255; Menin + Texas Red MLL mutant peptide, fluorescence polarization; Potency, µM (titrated, usually from 61.6 µM), for inactives: top-dose FP activity change, negative = inhibition, actives largely listed as inhibitors; 0.23% of 270,000 active; active means well fitted inhibition curve with a large enough effect in the polarisation, with a control signal flat, not every such curve was filed as active; inconclusive means small, poorly fitted or top-dose-only effect, or effect the other way, or a change in a side signal; inactive means no such curve, though single readings can be large or run the other way; the % refers to the polarisation; further: potency means the concentration at half of the fitted maximal effect; % of control where 0% means no effect; many of its hits are not listed in these tables
# KCNH2 3.1 inh: qHTS for Inhibitors of KCHN2 3.1: Mutant qHTS; Potassium voltage-gated channel subfamily H member 2, brain isoform KCNH2 3.1 (human); U2OS KCNH2 3.1, thallium flux FluxOr; stronger effect = lower value; activity change, % (tested at about 1.8 µM); 0.95% of 340,000 active; AID 720553, 2013;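 active means maximum activity change below -70%; inconclusive means maximum activity change from -70% to -50%; inactive means maximum activity change above -50%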;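 further: thallium influx rate constant from kinetic fluorescence after stimulation buffer; on the % scale 0 is the no-effect control and ±100 the full control effect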
#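 Measured as rate of thallium-driven FluxOr signal in transduced U2OS cells carrying the 3.1 channel, read kinetically for 2 min upon stimulation; values are rate constants scaled to DMSO control wells.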
# CXXC DNA block: qHTS Fluorescence Polarization Assay for Inhibitors of MLL CXXC domain - DNA interaction. MLL-CXXC / FITC-HOXA9 DNA fluorescence polarization. Potency, µM (series often up to 115 µM), without a hit: top-dose activity change, negative = inhibition, actives largely listed as inhibitors. 0.037% of 290,000 active. AID 2662, 2010; active means well fitted inhibition curve with a large enough effect in the polarisation, with a control signal flat, not every such curve was filed as active; inconclusive means small, poorly fitted or top-dose-only effect, or effect the other way, or a change in a side signal; inactive means no such curve, though single readings can be large or run the other way; the % refers to the polarisation; further: potency means the concentration at half of the fitted maximal effect
#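 Fluorescence polarization: 7 uM MLL-CXXC (stock) preincubated 5 min with compounds, then 50 nM fluorescein-HOX-A9 DNA (stock) added; 30 min ambient. Buffer 50 mM Tris-HCl pH 7.5, 50 mM NaCl, 1 mM DTT, 0.05% BSA.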
# Numbers without * were called inactive; ? = inconclusive; · = no result given; [ ] = another dose, or the depositor's remark. Unless noted, the call rests on the fitted dose curve; in most records, active means well fitted curve in the direction sought with a large enough effect; inconclusive means small, poorly fitted or top-dose-only effect, or another doubt; inactive means no such curve, though single readings can be large; an effect the other way counts as inactive or inconclusive.
SMILES,hERG WT inh,GALK inh,TRPV1 agonist,PKM2 act,B2AR arrestin,Giardia killer,FBPA coupling cs,USP2a block,Menin MLL FP TR,KCNH2 3.1 inh,CXXC DNA block
Cc1ccnc(-n2c(C)cc(C=O)c2C)c1,3,5%,-1,-5%,-0.1%,-8,2,-11%,-1%,2,4%
CC1CCN(C(=O)CN(C2CCCCC2)S(C)(=O)=O)CC1,-9,-2%,5,7%,-0.9%,20,2,0%,-22%,9,8%
C=CCc1c(O)nc(SCC(=O)c2ccccc2)[nH]c1=O,-4,2%,-5,-2%,-0.1%,7,-1,-1%,8%,4,-5%
Cc1ccc(CSc2nncn2-c2ccccn2)cc1,3,-3%,-1,-1%,-0.3%,8,3,-1%,-3%,-10,0%
O=C(NCc1ccccn1)c1ccc(N2CCCC2=O)cc1,-3,1%,3,-9%,-3.7%,11,0,1%,-4%,-1,-1%
CCCNC(=O)NC(=O)CN1C(=O)NC(C)(c2ccc3ccccc3c2)C1=O (stereo not given),-7,9%,2,1%,-0.4%,-2,1,-2%,-1%,6,-1%
Cc1nc(C(C)N(C)Cc2nc(Cc3ccccc3F)no2)c(C)s1 (stereo not given),5,-2%,6,1%,3.6%,-12,2,2%,·,-15,-11%
COc1cc(CNC(C)(C)C)cc(Br)c1OCc1cccs1,7,1%,3,4%,-0.5%,4,1,-1%,-13%,5,13%
CCN(CC(=O)Nc1c(F)cccc1F)C(=O)C1CC(=O)N(CCc2ccccc2)C1 (stereo not given),-4,·,4,·,4.8%,-11,·,-1%,·,14,·
CCOC(=O)C(CCC(C)=O)C(=O)c1ccccc1 (stereo not given),1,·,0,5%,-0.3%,-14,10,1%,-3%,-1,-4%
Cc1cc(C)n2nc(SCC(=O)N(C)c3c(N)n(Cc4ccccc4)c(=O)[nH]c3=O)nc2n1,·,9%,1,-3%,-0.1%,·,1,1%,3%,·,2%
CN1OC2C(=O)N(c3ccccc3)C(=O)C2C1c1ccc(F)cc1 (stereo not given),-9,3%,-3,-1%,0.1%,6,0,1%,24%,-15,-12%
Cc1ccc(N2CC(C(=O)O)CC2=O)cc1 (stereo not given),-12,1%,-3,0%,-1.0%,14,4,10%,-1%,23,2%
Cc1cccc(Nc2nc(NCc3ccco3)c3ccccc3n2)c1,21,0%,-3,15%,-1.7%,-9,0,?,16%,-39,46%[activator]
CCOC(=O)c1ccc(C(=O)OCC)nc1,2,1%,-1,2%,-0.3%,5,3,0%,12%,12,3%
CCOC(=O)C(=CNc1cscc1S(=O)(=O)C(C)C)C(=O)OCC,1,5%,5,0%,-1.7%,-4,3,1%,·,30,6%
O=C(O)/C=C/c1cn(-c2ccccc2)nc1-c1ccc2c(c1)OCCO2,6,-1%,2,-3%,0.4%,7,1,1%,·,-13,-11%
O=P(OC1CCCCC1)(OC1CCCCC1)C(Nc1ccccc1)c1cccnc1 (stereo not given),1,1%,?,1%,-0.6%,-1,-2,-5%,·,-7,-3%
Cc1ccccc1S(=O)(=O)Cc1ccc(C(=O)NCCN(Cc2ccccc2)C(C)C)o1,33,-4%,8,·,-1.0%,10,·,1%,·,8,-4%
CC(C)c1ccc(NC(=O)CCS(=O)(=O)c2cccc3nonc23)cc1,-2,9%,?,-1%,-0.8%,-13,0,0%,24%,-3,3%
Cc1ccc(-c2cn3cccnc3n2)cc1NC(=O)c1c(-c2ccccc2Cl)noc1C,8,-1%,-4,-6%,-0.9%,6,3,1%,9%,6,-6%
CCCCOC(=O)C1C2C=C[C@]3(CN(CCCOC)C(=O)[C@H]13)O2 (stereo not given in full),0,4%,1,-3%,0.1%,19,1,1%,5%,4,-9%
Cn1c(SCC(=O)N2CCCC2)nnc1-c1ccc(S(=O)(=O)N2CCCC2)cc1,-19,-3%,0,-2%,-1.0%,-16,1,1%,-27%,2,0%
CC(C)C(=O)N1CCN(c2cc(N3CCN(C)CC3)c(F)cc2[N+](=O)[O-])CC1,-10,0%,4,9%,0.5%,-6,2,3%,-8%,11,1%
COc1ccc(NCc2cc(=O)[nH]c3ccccc23)cc1,72,·,-1,·,0.2%,5,0,0%,40µM*,15,21%
CCOC(=O)C1CCN(CC(O)COc2ccc(C(C)(C)C)cc2)CC1 (stereo not given),16,2%,-5,0%,-0.1%,13,0,?,-7%,-30,-7%
CN(C)CC[n+]1ccc(C(=O)c2ccccc2)cc1,0,3%,1,-2%,0.3%,-13,-13,0%,-23%,2,1%
Cc1ccc(CS(=O)(=O)CCC(=O)O)cc1,-1,4%,-2,-10%,0.0%,-14,-1,0%,19%,-9,?
Cc1ccc(NCc2ccccc2O)cc1,-7,-4%,0,-3%,0.0%,-20,-1,-1%,12%,-7,-9%
CC(=O)Nc1ccc(C(=O)OCC(=O)NCCC2=CCCCC2)cc1,-12,·,0,·,-0.4%,17,·,0%,·,3,·
Cc1ccc(C(=O)NCC(=O)N/N=C/c2cccs2)cc1[N+](=O)[O-],-7,-3%,1,-26%,0.3%,5,-2,1%,12%,5,-11%
O=S(=O)(c1ccc(Oc2ccc(Br)cc2)cc1)N1CCOCC1,-2,-2%,8,7%,-0.4%,-15,3,2%,-14%,-2,-3%
COc1ccc(C(=O)NCCc2cnc[nH]2)cc1OC,4,10%,1,·,-0.3%,5,2,2%,-3%,-21,8%
O=C(Nc1cccc(-c2ccccc2)c1)N1CCN(C(=O)Nc2cccc(-c3ccccc3)c2)CC1,0,1%,5,-3%,-0.4%,-3,0,0%,·,-14,-7%
CCOc1ccc(NC(=O)Nc2cccs2)cc1,-19,1%,?,-20%,-0.1%,?,2,2%,?,2,-7%
O=c1[nH]c2ccc(N=Cc3c(O)ccc4cc(Br)ccc34)cc2[nH]1,-6,1%,-8,12%,0.0%,-17,-4,5%,0%,2,6%
NS(=O)(=O)c1ccc(NC(=O)COC(=O)C2(c3ccc(F)cc3)CCCC2)cc1,0,-2%,2,-23%,-0.1%,-10,-1,0%,?,9,-11%
O=C(NNC(=O)c1csc(-c2cnccc2C(F)(F)F)n1)c1ccc(C(F)(F)F)cc1,2,-2%,?,1%,-0.8%,6,-1,2%,·,-1,-10%
CC1CCCC(C)N1CC(O)Cn1c2ccccc2c2ccccc21 (stereo not given),4,-2%,2,2%,0.6%,17,0,3%,-12%,19,4%
COc1ccc(S(=O)(=O)N2CCOC2CNC(=O)C(=O)NCCN2CCOCC2)cc1C (stereo not given),-4,-4%,1,-3%,-1.1%,-13,·,3%,·,14,1%
NC(=O)CSc1nnc(NC(=O)c2ccc(S(=O)(=O)N3CCCCC3)cc2)s1,-17,·,2,·,3.9%,8,·,2%,·,-13,·
CCN(CC)CCCN1C(=O)C(O)=C(C(=O)c2ccco2)C1c1ccc(OC(C)C)cc1 (stereo not given),1,4%,-1,-1%,0.6%,-1,0,0%,-2%,-3,-5%
N#C/C(=C(/O)CCl)c1nc2ccccc2[nH]1,0,1%,1,·,-1.1%,26,-4,1%,17%,17,-2%
Cc1ccc(S(=O)(=O)NC(C)c2ccccc2)cc1[N+](=O)[O-] (stereo not given),8,-1%,9,0%,0.0%,3,0,2%,19%,0,4%
O=C(Cc1ccc2c(c1)OCCO2)N1CCN(S(=O)(=O)c2cccs2)CC1,3,-1%,-3,11%,-0.1%,-4,4,-1%,-5%,-5,-2%
COc1ccc(CCN(C)C(=O)CCCN2C(=O)c3cccc4cccc(c34)C2=O)cc1OC,14,4%,3,0%,0.2%,-11,0,2%,-27%,15,0%
CC(C)Oc1ccc(/C=C/C(=O)NCC2COc3ccccc3O2)cc1 (stereo not given),4,7%,20,-6%,-0.1%,3,-1,-1%,·,8,-12%

# Not all compounds are listed, so the mix of outcomes need not match the whole.
